HMGR II inh = E. faecalis class II HMG-CoA reductase inhibition; purified E. faecalis HMGR, NADPH absorbance 340 nm kinetic; inhibition, % at 10 µM; actives 0.41% (n = 190,000);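 active = inhibition above a set limit, the median over all tested compounds plus 3 SD, cut at about 9.5% in these data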;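 also: enzyme runs in reverse so mevalonate oxidation gives rising NADPH absorbance; 0% = complete reaction with DMSO and 100% = background rate lacking mevalonate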
DTT redox prof = compounds producing H2O2 with reducing agent – biochemical, NIH compound library profiling, artefact control for MLSCN library redox annotation, primary screen | DTT-dependent redox cycling H2O2, phenol red/HRP absorbance; 100% = 100 µM peroxide control, 0% = buffer | activation, % at 10 µM | actives 0.03% (n = 200,000);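 active = activation of at least 50% relative to the plate's high and low controls in the primary single-dose screen; inactive = activation below 50%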;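 also: compound incubated with DTT at 0.8 mM final as the reducing agent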
PMI activator = increases human mannose-6-phosphate isomerase activity; P34949; purified human PMI, coupled resazurin fluorescence, 20 min; active compounds read high; 1 = vehicle control, 0 substrate-free wells; actives 0.005% (n = 190,000); activation factor at 20 µM;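 active = activation factor of 2 or more at 20 µM, relative to plate controls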
Target sequence (P34949 whole entry, looked up): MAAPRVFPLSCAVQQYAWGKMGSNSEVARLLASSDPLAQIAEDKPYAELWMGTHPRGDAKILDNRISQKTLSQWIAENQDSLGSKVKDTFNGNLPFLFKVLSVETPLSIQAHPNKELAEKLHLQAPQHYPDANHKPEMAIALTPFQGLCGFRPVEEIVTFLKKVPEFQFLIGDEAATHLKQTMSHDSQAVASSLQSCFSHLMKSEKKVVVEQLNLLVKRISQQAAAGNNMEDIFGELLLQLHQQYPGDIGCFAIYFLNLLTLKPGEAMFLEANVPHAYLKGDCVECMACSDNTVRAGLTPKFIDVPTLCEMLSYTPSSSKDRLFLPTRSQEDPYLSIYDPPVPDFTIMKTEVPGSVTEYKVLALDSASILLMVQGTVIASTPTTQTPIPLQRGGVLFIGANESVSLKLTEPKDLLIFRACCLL
TNAP inh hiacc = inhibitors of human TNAP at high phosphate acceptor concentration. P05186. purified TNAP, CDP-star luminescence, 1 M DEA. inhibition, % at 20 µM. actives 0.03% (n = 200,000);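 active = over 50% inhibition of tissue-nonspecific alkaline phosphatase at 20 µM in the single-dose screen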;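 also: plate controls were DMSO wells for no effect and EDTA-quenched wells as full inhibition for full effect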
TNAP inh no acc = inhibitors of human TNAP without phosphate acceptor; P05186; purified TNAP, CDP-star luminescence, 30 min; inhibition, % at 20 µM; actives 0.26% (n = 200,000); AID 1012;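 active = tissue-nonspecific alkaline phosphatase inhibition above about 50% at 20 µM in the single-dose screen, limit read from the data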;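 also: 0% = DMSO negative control and 100% = EDTA positive control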
Hsp70 act = switches on Hsp70 transcription. HeLa Hsp70 promoter luciferase reporter, luminescence; scaled: vehicle 0, proteasome-inhibitor control 100%. activation, % at 10 µM. actives 0.04% (n = 200,000). AID 1203;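 active = activation above the mean across all tested compounds plus 3 SD, cutoff set per campaign, cut at about 5.5% in these data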;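 also: 100% = MG132 at 30 µM as the positive control and 0% = DMSO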
PMI act satM6P = activators of human phosphomannose isomerase at near-saturating mannose 6-phosphate | AID 1216 | activation factor at 20 µM | coupled PMI enzyme assay, resazurin fluorescence, 20 min; active compounds read high; 1 = untreated enzyme, 0 = substrate-free blank | actives 0.34% (n = 190,000) | P34949;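 active = activation factor of 2 or more at 20 µM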
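test system = human PMI in coupled enzyme assay | medium = HEPES-buffered pH 7.4 with magnesium and detergent | also added = 1.0 mM mannose-6-phosphate substrate with 0.22 mM NADP+ | compound = 20 µM single dose | times = 20 min incubation at room temperature | measured by = resorufin fluorescence (Ex 544/Em 590 nm) from resazurin via diaphorase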
L major viab = Leishmania major promastigote growth inhibition; Leishmania major promastigotes, resazurin fluorescence viability; inhibition, % at 10 µM; actives 9% (n = 200,000); in the data active = inhibition above about 50%;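 also: promastigotes grown with compound for 44 hours at 28 °C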
RAM inhibit = blocks the yeast RAM network | AID 868 | actives 1.8% (n = 190,000) | inhibition, % at 50 µM | S. cerevisiae dse1pr::URA3 reporter, 5-FOA growth OD615, 2 d; analog-sensitive cbk1-as2 kinase mutant strain;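 active = inhibition above a set limit, 3 SD over mean compound inhibition, cut at about 8.4% in these data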;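 also: 0% = DMSO-only wells with no growth and 100% = 10 µM 1-NA-PP1 full growth; inhibition rescues growth on 5-FOA so higher OD means more RAM inhibition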
S1P3 antagonist = antagonists of human S1P3 receptor; CHO S1P3 NFAT-BLA reporter, FRET fluorescence, antagonist mode; inhibition, % at 4.98 µM; actives 0.27% (n = 170,000);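 active = inhibition above the plate cutoff, the mean inhibition of test wells on that plate plus 3 SD, cut at about 28% in these data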;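 also: cells challenged with S1P at its EC80 of 0.8 µM; blue over green emission ratio from cleaved BLA substrate after 4 h stimulation; 0% = S1P-stimulated wells and 100% = unstimulated DMSO-only wells; some compounds past the cut are filed as inactive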
Target sequence (Q99500 whole entry, looked up): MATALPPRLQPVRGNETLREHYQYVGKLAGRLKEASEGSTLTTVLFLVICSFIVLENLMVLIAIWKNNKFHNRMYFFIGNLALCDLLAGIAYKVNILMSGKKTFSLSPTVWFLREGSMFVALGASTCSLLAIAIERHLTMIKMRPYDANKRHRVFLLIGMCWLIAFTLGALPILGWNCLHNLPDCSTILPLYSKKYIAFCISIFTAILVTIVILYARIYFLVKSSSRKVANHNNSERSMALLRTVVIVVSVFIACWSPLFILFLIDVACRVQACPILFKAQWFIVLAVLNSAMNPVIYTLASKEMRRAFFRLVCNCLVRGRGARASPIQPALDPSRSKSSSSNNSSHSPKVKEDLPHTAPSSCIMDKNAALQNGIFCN
* hit, by the source's call.

COc1cccc(C2C3=C(CC(C)(C)CC3=O)OC(N)=C2[N+](=O)[O-])c1 (stereo unspecified) was read as HMGR II inh -3.2, DTT redox prof -5.8, PMI activator 1, TNAP inh hiacc -0.9, TNAP inh no acc -2.7, Hsp70 act -0.2, PMI act satM6P 1, L major viab -0.5 and RAM inhibit 2.8.
For O=C(NCC1CCCO1)C1c2ccccc2C(=O)N1Cc1ccc2c(c1)OCO2 (stereo unspecified) the results were HMGR II inh -0.7, DTT redox prof 1.3, PMI activator 0.8, TNAP inh hiacc -2.5, TNAP inh no acc -8.9, Hsp70 act -0.4, PMI act satM6P 0.9, L major viab -0.4, RAM inhibit 0.0 and S1P3 antagonist -3.0.
`COc1ccc(C2CC(=O)c3c(ccc4ccccc34)N2)cc1OC` (stereo unspecified) gave HMGR II inh 2.0, DTT redox prof -3.5, PMI activator 0.9, TNAP inh hiacc -5.0, TNAP inh no acc -8.8, Hsp70 act -0.1, PMI act satM6P 0.9, L major viab 99.7* and RAM inhibit 2.1.
Screening COc1ccccc1CNC(=O)CCN1C(=O)COc2ccccc21 returned HMGR II inh -1.5, DTT redox prof -1.4, PMI activator 1.1, TNAP inh hiacc -3.6, TNAP inh no acc -0.4, Hsp70 act -0.4, PMI act satM6P 1.1, L major viab -3.5, RAM inhibit -1.4 and S1P3 antagonist 3.3.
Screening CCc1nc2ccc(C)cc2c(C(=O)NC2CCCCC2C)c1C (stereo unspecified) returned HMGR II inh -4.5, DTT redox prof 1.9, PMI activator 1.1, TNAP inh hiacc -6.3, TNAP inh no acc -11.7, Hsp70 act 0.1, PMI act satM6P 1.1, L major viab 3.8 and RAM inhibit -0.6.
Screening C=CCn1c(=O)c(C(C)=O)cn(N(C)c2ncc(C(F)(F)F)cc2Cl)c1=O returned HMGR II inh -5.6, DTT redox prof -0.1, PMI activator 1.1, TNAP inh hiacc 4.6, TNAP inh no acc -2.1, Hsp70 act 0.0, PMI act satM6P 1, L major viab 7.4, RAM inhibit 0.0 and S1P3 antagonist -13.1.
`Cc1nn(-c2ccccn2)c2c1-c1nc(N)ncc1CC2` gave HMGR II inh -4.5, DTT redox prof -0.3, PMI activator 1, TNAP inh hiacc -4.7, TNAP inh no acc 9.6, Hsp70 act 0.2, PMI act satM6P 0.6, L major viab 13.1, RAM inhibit 1.3 and S1P3 antagonist 17.4.
`COc1cccc(CC(NC(C)=O)C(=O)NC2CCN(c3ncccc3[N+](=O)[O-])CC2)c1` (stereo unspecified) gave HMGR II inh 4.0, DTT redox prof 0.1, PMI activator 1.1, TNAP inh hiacc -27.0, TNAP inh no acc -6.3, Hsp70 act -0.2, PMI act satM6P 1.1, L major viab -6.3, RAM inhibit 1.9 and S1P3 antagonist -5.6.
S=C(NCc1ccco1)Nc1ccc(Cl)cc1Cl was read as HMGR II inh -8.5, DTT redox prof -0.6, PMI activator 0.9, TNAP inh hiacc -8.9, TNAP inh no acc -4.5, Hsp70 act 0.0, PMI act satM6P 1, L major viab 22.6, RAM inhibit 0.6 and S1P3 antagonist 14.2.
Screening COc1ccc(/C(N)=N/OC(=O)CCc2ccccc2)cc1 returned HMGR II inh -0.2, DTT redox prof 0.2, PMI activator 0.9, TNAP inh hiacc 3.7, TNAP inh no acc -2.3, Hsp70 act -0.2, PMI act satM6P 0.8, L major viab -4.1, RAM inhibit 0.4 and S1P3 antagonist -2.6.
CC(C)(C)c1cc(Br)c(O)c(N=Nc2ccc(S(=O)(=O)N3CCOCC3)cc2)c1 was read as HMGR II inh -2.3, DTT redox prof 0.1, PMI activator 0.8, TNAP inh hiacc 27.0, TNAP inh no acc 18.2, Hsp70 act 0.1, PMI act satM6P 0.6, L major viab 14.3, RAM inhibit 7.4 and S1P3 antagonist -15.6.
Screening COc1ccccc1C(=O)NNC(=S)Nc1ccccc1 returned HMGR II inh -2.3, DTT redox prof -1.1, PMI activator 1, TNAP inh hiacc -2.5, TNAP inh no acc -135.6, Hsp70 act 0.2, PMI act satM6P 1, L major viab -4.4, RAM inhibit -0.1 and S1P3 antagonist -25.6.
Screening COC(CNC(=O)CNC(=S)N(Cc1ccccc1)Cc1cccs1)OC returned HMGR II inh -1.6, DTT redox prof -0.3, PMI activator 1, TNAP inh hiacc -8.7, TNAP inh no acc -18.2, Hsp70 act -0.3, PMI act satM6P 1, L major viab 5.8, RAM inhibit 1.3 and S1P3 antagonist -7.1.
Screening COc1ccc(C)cc1-n1nnnc1SCC(=O)Nc1cc(C)on1 returned HMGR II inh -6.3, DTT redox prof -2.4, PMI activator 1.1, TNAP inh hiacc -2.1, TNAP inh no acc -7.7, Hsp70 act -0.1, PMI act satM6P 1.1, L major viab -0.8, RAM inhibit 4.1 and S1P3 antagonist -28.9.
For COc1ccc(/C=C2\SC(=N)N(c3nccs3)C2=O)cc1OC the results were HMGR II inh -7.3, DTT redox prof 0.0, PMI activator 0.8, TNAP inh hiacc 9.8, TNAP inh no acc -55.4, Hsp70 act -0.1, PMI act satM6P 0.9, L major viab 96.5*, RAM inhibit -0.6 and S1P3 antagonist -9.3.
For CC(C)c1ccc(/C=N/NC(=O)c2cccc(Cl)c2)cc1 the results were HMGR II inh -1.6, DTT redox prof -0.4, PMI activator 1, TNAP inh hiacc 0.1, TNAP inh no acc 0.3, Hsp70 act 0.4, PMI act satM6P 1.1, L major viab 0.0, RAM inhibit 1.2 and S1P3 antagonist 15.6.
Cc1cccc(C)c1OCC(=O)Nc1ccc(NC(=O)c2ccco2)cc1 was read as HMGR II inh -1.8, DTT redox prof 3.6, PMI activator 0.9, TNAP inh hiacc -5.8, TNAP inh no acc -4.7, Hsp70 act -0.1, PMI act satM6P 1.1, L major viab -1.7, RAM inhibit 4.1 and S1P3 antagonist -12.4.
Screening CCN(CC)S(=O)(=O)c1ccc(OC)c(NC(=O)c2cn(CC)c3nc(C)ccc3c2=O)c1 returned HMGR II inh -1.8, DTT redox prof 0.3, PMI activator 1, TNAP inh hiacc -3.8, TNAP inh no acc -4.8, Hsp70 act 0.0, PMI act satM6P 1, L major viab -4.2, RAM inhibit -0.2 and S1P3 antagonist -5.8.
Screening CN(C)S(=O)(=O)c1ccc(N2CCCC2)c(C(=O)N2CCN(c3ccc([N+](=O)[O-])cc3)CC2)c1 returned HMGR II inh -0.8, DTT redox prof -1.2, PMI activator 0.9, TNAP inh hiacc 2.8, TNAP inh no acc 6.4, Hsp70 act 0.1, PMI act satM6P 0.9, L major viab 26.4, RAM inhibit -0.8 and S1P3 antagonist -8.0.
For CCOc1c2ccc(C(=O)NCc3ccc(OC(F)(F)F)cc3)cc2nn1CC the results were HMGR II inh 6.2, DTT redox prof -9.5, PMI activator 0.9, TNAP inh hiacc -6.9, TNAP inh no acc -12.6, Hsp70 act -0.3, PMI act satM6P 0.9, L major viab 29.5 and RAM inhibit 0.0.
Screening Cc1ccc(NC(=O)Cn2c(=O)n(Cc3ccco3)c(=N)c3c4c(sc32)COC(C)(C)C4)cc1 returned HMGR II inh -2.4, DTT redox prof -0.8, PMI activator 0.9, TNAP inh hiacc -0.4, TNAP inh no acc -5.5, Hsp70 act -0.3, PMI act satM6P 1, L major viab 11.7, RAM inhibit -0.2 and S1P3 antagonist 1.5.
Screening CCOC(=O)Cn1nc(C)c(NC(=O)c2ccc([N+](=O)[O-])c(C)c2)c1C returned HMGR II inh -3.6, DTT redox prof -0.7, PMI activator 1, TNAP inh hiacc 0.0, TNAP inh no acc -12.1, Hsp70 act -0.1, PMI act satM6P 1, L major viab 3.5, RAM inhibit 2.7 and S1P3 antagonist 6.0.
For C=CCN1C(=O)/C(=C/c2ccc(O)c(OC)c2)S/C1=N/c1nccs1 the results were HMGR II inh 0.5, DTT redox prof 0.5, PMI activator 0.9, TNAP inh hiacc 43.0, TNAP inh no acc 18.0, Hsp70 act -0.2, PMI act satM6P 0.8, L major viab 48.9, RAM inhibit 5.6 and S1P3 antagonist -7.0.
Screening Cc1ccc(NC(=O)NNC(=O)c2ccccc2)cc1 returned HMGR II inh 0.7, DTT redox prof -2.1, PMI activator 1, TNAP inh hiacc -5.6, TNAP inh no acc -13.9, Hsp70 act 0.1, PMI act satM6P 1, L major viab -4.1, RAM inhibit 3.9 and S1P3 antagonist -7.5.
Screening COc1cccc(C(=O)N(Cc2ccc3c(c2)OCO3)Cc2nc3ccccc3c(=O)[nH]2)c1 returned HMGR II inh 5.6, DTT redox prof -0.1, PMI activator 0.9, TNAP inh hiacc -5.9, TNAP inh no acc -5.3, Hsp70 act 0.0, PMI act satM6P 0.9, L major viab 81.6*, RAM inhibit 1.2 and S1P3 antagonist -30.0.
For Cc1sc(NC(=S)NC(=O)c2ccc(C(C)(C)C)cc2)c(C#N)c1C the results were HMGR II inh -5.3, DTT redox prof 0.2, PMI activator 0.9, TNAP inh hiacc 8.6, TNAP inh no acc 13.3, Hsp70 act -0.2, PMI act satM6P 0.9, L major viab -7.9 and RAM inhibit 5.2.
For CC(=O)c1c(N)[nH]c(-c2ccccc2)nc1=S the results were HMGR II inh 1.6, DTT redox prof 0.1, PMI activator 1, TNAP inh hiacc 2.5, TNAP inh no acc -11.5, Hsp70 act -0.3, PMI act satM6P 1, L major viab 8.0, RAM inhibit 0.9 and S1P3 antagonist -7.3.
`COc1cccc(C2=NOC(C(=O)Nc3cccnc3Cl)C2)c1OC` (stereo unspecified) gave HMGR II inh 3.7, DTT redox prof -0.5, PMI activator 1.1, TNAP inh hiacc -0.9, TNAP inh no acc -1.6, Hsp70 act -0.4, PMI act satM6P 1.1, L major viab -1.3, RAM inhibit 5.8 and S1P3 antagonist -23.4.
Cn1ccnc1SCC(=O)Nc1cc(C(F)(F)F)ccc1N1CCOCC1 was read as HMGR II inh -3.6, DTT redox prof -1.7, PMI activator 1, TNAP inh hiacc 1.1, TNAP inh no acc 4.4, Hsp70 act 0.1, PMI act satM6P 1, L major viab -2.5 and RAM inhibit 1.3.

Random excerpt: 3 records from the list.
For C=CCN1C(=O)/C(=C/c2ccc(O)c(OC)c2)S/C1=N/c1nccs1 the results were HMGR II inh 0.5, DTT redox prof 0.5, PMI activator 0.9, TNAP inh hiacc 43.0, TNAP inh no acc 18.0, Hsp70 act -0.2, PMI act satM6P 0.8, L major viab 48.9, RAM inhibit 5.6 and S1P3 antagonist -7.0.
For CC(=O)c1c(N)[nH]c(-c2ccccc2)nc1=S the results were HMGR II inh 1.6, DTT redox prof 0.1, PMI activator 1, TNAP inh hiacc 2.5, TNAP inh no acc -11.5, Hsp70 act -0.3, PMI act satM6P 1, L major viab 8.0, RAM inhibit 0.9 and S1P3 antagonist -7.3.
Screening CCOC(=O)Cn1nc(C)c(NC(=O)c2ccc([N+](=O)[O-])c(C)c2)c1C returned HMGR II inh -3.6, DTT redox prof -0.7, PMI activator 1, TNAP inh hiacc 0.0, TNAP inh no acc -12.1, Hsp70 act -0.1, PMI act satM6P 1, L major viab 3.5, RAM inhibit 2.7 and S1P3 antagonist 6.0.

Bioassay records deposited in PubChem BioAssay by several laboratories.
